Assay outcomes (PubChem BioAssay)
Hep lipid drop – hepatic lipid droplet formation modulation; 240,000 compounds, 0.4% hits; AML12 mouse hepatocytes, oleate lipid droplets, BODIPY imaging; inhibition, % at 6.5 µM;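 active = lipid droplet intensity inhibited by at least 50%, with more than 500 cells counted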
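Material – mouse AML12 hepatocyte cell line, fixed after treatment · Compound dosing – one dose, 6.5 µM compound · Times – compound with oleate, overnight · Measured by – Image-based BODIPY and DAPI two-channel analysis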
T cell HTS – T cell immune modulation candidate | 2C CD8+ T cell-vesicle binding, flow cytometry; stronger effect = lower value | calls only at 7 µM | 330,000 compounds, 0.068% hits | AID 2052;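 active = response, share of CD8 T cells binding vesicles, and their 90th percentile fluorescence all below set limits, cut at about 80% in these data, passing the limit was not always enough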
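Benchmarks: naked versus QL9-loaded vesicles / Assay system: purified 2C TCR transgenic mouse naive CD8+ T cells / Technique: high-throughput flow cytometry with anti-B7-1 and anti-CD8 staining / Timing: Cell–vesicle co-incubation 1.5 h at 37 °C, staining 20 min on ice / Read-out: percent CD8+ FL2 mean versus row control / Probe or stimulus: QL9-loaded Drosophila micro-vesicles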
Hep lipid drop cells 6.5 µM – further read-out of Hep lipid drop, marked with its call; cell count; measured here: cell count, cytotoxicity flag;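 cells counted across two imaged fields per well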
T cell HTS vesicle-bound % – also measured in T cell HTS; calls as there; double positive events, %; measured here: CD8+ vesicle-bound cell fraction;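 binding gate set so that unloaded-vesicle control wells show 10% double positive cells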
The depositor's hits bear a star; i = inactive.

SMILES | Hep lipid drop | Hep lipid drop cells 6.5 µM | T cell HTS | T cell HTS vesicle-bound %
Fc1ccc(-c2csc3ncnc(N4CCN(c5ccccc5)CC4)c23)cc1 | -23 | 825 | i | 29
Cc1ccnc(NC(=O)CCC(=O)N(CC(=O)NCc2ccccc2)Cc2ccc(F)cc2)c1 | -4 | 813 | i | 14
O=C(NCCc1ccccc1)C1CCCN(c2cnccn2)C1 (stereo unspecified) | 0 | 752 | i | 14
CCOc1ccccc1CNS(=O)(=O)c1cc(-c2cc(C)no2)ccc1OC | -10 | 722 | i | 33
Cc1cccc(C(CC(=O)N2CCCCC2)c2ccccc2)c1O (stereo unspecified) | -6 | 806 | i | 58
CCOc1ccc(N(CC(=O)N2CCN(C(=O)CN(c3ccc(OCC)cc3)S(C)(=O)=O)CC2)S(C)(=O)=O)cc1 | 1 | 747 | i | 13
COc1ccc(NS(=O)(=O)c2cccc(C(=O)NCC(c3ccc(OC)cc3)N3CCOCC3)c2)cc1 (stereo unspecified) | -17 | 699 | i | 32
COc1ccc(C(C(=O)NCC2CCCO2)N(C(=O)CNC(=O)c2ccco2)c2cc(C)cc(C)c2)cc1OC (stereo unspecified) | -13 | 830 | i | 43
Cc1cc(C)nc(NS(=O)(=O)c2ccc(NC(=O)c3ccc(O)cc3O)cc2)n1 | 2 | 803 | i | 57
CCOC(=O)CNC(=O)N(CCOC)CC1CCCN(C2Cc3ccccc3C2)C1 (stereo unspecified) | 6 | 735 | i | 48
CC(C)(C)NC(=O)CCN(/N=C/c1ccccc1F)C1=NS(=O)(=O)c2ccccc21 | -19 | 821 | i | 32
Cc1cccc(NC(=O)C2CCN(S(=O)(=O)c3ccc4c(c3)NC(=O)CO4)CC2)c1C | -4 | 719 | i | 3
Cc1cc(CN(C)C(=O)c2ccc(OC3CCN(S(=O)(=O)N(C)C)CC3)cc2)n[nH]1 | -14 | 700 | i | 15
Cc1ccc(NC(=O)CSc2nc3ncc(Cl)cc3[nH]2)c(C)c1 | 9 | 778 | i | 29
CS(=O)(=O)N(CC(=O)O)Cc1cccc(CN(CC(=O)O)S(C)(=O)=O)c1 | -2 | 768 | i | 29
Nn1cnnc1N/N=C/c1ccc(Cl)cc1Cl | 0 | 832 | i | 14
NS(=O)(=O)c1ccc(NC(=S)N2CCN(C(=O)C3CCCO3)CC2)cc1 (stereo unspecified) | -2 | 680 | i | 63
COc1ccc(/C(O)=C2/C(=O)C(=O)N(c3ccccn3)C2c2ccc(F)cc2)cc1 (stereo unspecified) | 4 | 841 | i | 53
CC(C)CCNC(=O)c1ccc(NC(=O)C2=CSCCO2)cc1 | 0 | 682 | i | 34
CC(C)c1ccc(N(C(=O)c2ccco2)C(C(=O)NC2CCCC2)c2ccncc2)cc1 (stereo unspecified) | -1 | 745 | i | 11
COc1ccc(-c2c(-c3ccc(OC)c(C)c3O)n[nH]c2C)cc1 | 4 | 900 | i | 56
COc1ccc(NC(=O)CC23CC4CC(CC(Br)(C4)C2)C3)c(OC)c1 | 1 | 783 | i | 20
Cc1ccc2c(c1)c1c3n2CCN(C(=O)CCl)C3CCC1 (stereo unspecified) | -1 | 883 | i | 37
CC(C)(C)OC(=O)N1CCC(c2c(C(=O)N3CCN(C4CCCCC4)CC3)cnn2-c2ccccc2)CC1 | -1 | 689 | i | 26
C/C(=N\NC(=O)c1nnn(-c2nonc2N)c1CN(C)c1ccccc1)c1ccccc1O | -1 | 736 | i | 19
(list continues)
SMILES | Hep lipid drop | Hep lipid drop cells 6.5 µM | T cell HTS | T cell HTS vesicle-bound %
CN1CCN(c2nc3c(c(=O)[nH]c(=O)n3C)n2Cc2ccccc2)CC1 | 9 | 810 | i | 52
Cc1cccc(CS(=O)(=O)c2ncc(Cl)c(C(=O)Nc3nnc(C(C)C)s3)n2)c1 | -22 | 684 | i | 5
COc1ccccc1CCC(=O)Oc1ccccc1C#N | 10 | 627 | i | 7
Cc1ccc(NC(=S)N2CCN(S(C)(=O)=O)CC2)cc1Cl | -2 | 853 | i | 10
CCCCn1cnc2c(oc3ccccc32)c1=O | 12 | 814 | i | 21
CN(Cc1ccc(N(C)C)cc1)C(=O)c1cc2ccccc2o1 | -10 | 668 | i | 33
O=C(Nc1cccc([N+](=O)[O-])c1)NC1CCCCCCC1 | -11 | 659 | i | 16
COc1ccc(CCNC(=O)CCC(=O)n2ncc3cc(C)ccc32)cc1OC | -9 | 775 | i | 52
Cc1ccc(/C=C2/Sc3ccccc3N(CC(=O)NCC3CCCO3)C2=O)cc1 (stereo unspecified) | -1 | 688 | i | 29
N#Cc1c(-c2ccccc2)nc(SCC(=O)Nc2ccc(OC(F)(F)Cl)cc2)[nH]c1=O | -7 | 822 | i | 23
CC1(NC(=O)C2CCN(C(=O)Nc3ccccc3)CC2)CCS(=O)(=O)C1 (stereo unspecified) | 4 | 827 | i | 38
C=CCn1c(O)c2ccc(C(=O)N=NC(=O)COc3ccc(OC)cc3)cc2c1O | 11 | 840 | i | 39
COc1ccc(N2CCN(C(=O)NCc3cccc(OC)c3)CC2)cc1 | -8 | 782 | i | 10
Cc1ccc2nc(N3CCN(C(=O)c4ccco4)CC3)c3nncn3c2c1 | -2 | 687 | i | 13
CC1CCN(CC(O)COc2ccc(C(=O)c3ccccc3)cc2)CC1 (stereo unspecified) | 0 | 791 | i | 10
Cn1c(=O)c2c(nc(Oc3cccc(O)c3)n2C)n(C)c1=O | 11 | 794 | i | 43
CCOc1ccccc1NC(=O)CSc1nc2ccccc2nc1N1CCOCC1 | 0 | 702 | i | 26
CCCn1c(SCC(=O)NC2CCCCC2)nnc1C1CC1 | -2 | 588 | i | 9
CCOc1ccccc1/C=N/n1c(COc2ccccc2)n[nH]c1=S | 6 | 772 | i | 9
COC(=O)c1ccc(NC(=O)Nc2ccc([N+](=O)[O-])cc2)cc1 | -4 | 735 | i | 14
O=C(CN1CCN(C(=O)c2c(F)cccc2F)CC1)Nc1ccccc1C(F)(F)F | -17 | 804 | i | 4
CCOc1ccc(NC(=O)C/C(C)=N/NC(=O)Cc2ccc(Cl)cc2)cc1 | 0 | 823 | i | 17
COc1ccc(C2c3ccc4ccccc4c3Oc3ncn(CCN(C)C)c(=N)c32)cc1 (stereo unspecified) | -20 | 833 | i | 54
Cc1ccc(NC(=S)N2CCN(S(C)(=O)=O)CC2)cc1 | 6 | 780 | i | 49
C/C(=N/N=C/c1ccccc1O)c1ccccc1O | -1 | 399 | i | 30
Further structures follow:
SMILES | Hep lipid drop | Hep lipid drop cells 6.5 µM | T cell HTS | T cell HTS vesicle-bound %
CC(C)c1nnc(NC(=O)CCS(=O)(=O)Cc2ccccc2)s1 | -12 | 813 | i | 31
CCCC(=O)N(CCN1CCOCC1)c1nc2c(C)cccc2s1 | -1 | 770 | i | 46
CCOC(=O)c1csc(NC(=O)CN2CCOCC2)n1 | 8 | 834 | i | 56
Cc1cc(C)n2nc(SCc3ccc(C#N)cc3)nc2n1 | 0 | 838 | i | 48
COc1ccccc1Cn1c(=S)[nH]c2cc(C(=O)N3CCC(C(N)=O)CC3)ccc2c1=O | -3 | 732 | i | 7
O=S(=O)(c1ccccc1C(F)(F)F)N1CCN(CC(O)COc2ccccc2F)CC1 (stereo unspecified) | -2 | 786 | i | 34
c1ccc(-c2ccc(CNC3CC3)cc2)cc1 | 2 | 643 | i | 35
COc1ccccc1N1CCN(S(=O)(=O)c2c(C)[nH]c(C)c2C(=O)N2CCCCC2)CC1 | -6 | 727 | i | 1
COc1ccc(Cc2nc3ccc(C(=O)N(C)Cc4nccs4)cc3o2)cc1OC | -23 | 716 | i | 4
O=C(NCC(=O)N1CCN(c2ccccc2O)CC1)c1ccco1 | -4 | 861 | i | 25
COCCN(C(=O)c1ccccc1)c1nc(-c2ccc(OC)cc2)cs1 | -11 | 832 | i | 65
CCc1nn(CCCC(=O)NCc2ccccc2C)c(=O)c2cc3occc3n12 | -18 | 649 | i | 40
COc1ccccc1N1CCN(C(=O)c2cc3c(C)nc4ccccc4c3o2)CC1 | -10 | 677 | i | 30
CCOC(=O)c1cc(S(=O)(=O)Nc2cccc(OC)c2)cn1C | 0 | 714 | i | 32
COc1ccc(C(=O)N(Cc2cccs2)C2CCS(=O)(=O)C2)cc1 (stereo unspecified) | -3 | 810 | i | 47
Cc1ccc(-c2cc(-c3ccc(C)cc3O)[nH]n2)cc1 | 0 | 838 | i | 62
Cc1cccc(/C=C/c2onc(C)c2S(=O)(=O)N2CCC(C(=O)N3CCCCCC3)CC2)c1 | -54 | 670 | i | 5
Cc1ccc2nc(NC(=O)C3CC3C)sc2c1 (stereo unspecified) | 24 | 859 | i | 18
O=C(Nc1ccccc1-c1ccccc1)c1ccccc1 | -2 | 828 | i | 21
C=CCN(c1ccc(C(=O)NCCN2CCOCC2)cc1)S(C)(=O)=O | 6 | 858 | i | 0
COc1ccccc1CNC(=O)CN(c1ccc(C)cc1)S(=O)(=O)c1c(C)noc1C | -7 | 715 | i | 3
O=C(c1ccc(F)c(F)c1)N1CCC2(CC1)NCCc1[nH]cnc12 | 1 | 759 | i | 47
Cc1ccc2sc(N(CCN(C)C)C(=O)c3ccc4ccccc4c3)nc2c1C | 6 | 649 | i | 51
COCC1CCN(Cc2c(C(=O)N3CCc4ccccc4C3)nc3ccc(Cl)cn23)C1 (stereo unspecified) | -24 | 662 | i | 65
COc1cc2c(cc1OC)C(C)N(C(=O)C(NC(=O)c1ccccc1)C(C)C)CC2 (stereo unspecified) | -1 | 821 | i | 9

A few values from the results shown.
`c1ccc(-c2ccc(CNC3CC3)cc2)cc1` in Hep lipid drop is listed with 2
`CCOC(=O)CNC(=O)N(CCOC)CC1CCCN(C2Cc3ccccc3C2)C1` (stereo unspecified) in Hep lipid drop is listed with 6
`Cc1ccnc(NC(=O)CCC(=O)N(CC(=O)NCc2ccccc2)Cc2ccc(F)cc2)c1` in Hep lipid drop is listed with -4

New compounds follow.
SMILES | Hep lipid drop | Hep lipid drop cells 6.5 µM | T cell HTS | T cell HTS vesicle-bound %
Cc1cc(NC(=O)CC2CCCC2)ccc1Br | -18 | 792 | i | 17
CC1CCCCN1C(=O)C1CCN(S(=O)(=O)c2ccc(-n3cnnn3)cc2)CC1 (stereo unspecified) | -10 | 781 | i | 35
COc1ccc(CNCc2ccccc2C(F)(F)F)cc1 | -8 | 754 | i | 52
CC(C)(C)OC(=O)N1CCC(Cc2cc(-c3ccc(Cl)cc3)no2)(C(=O)O)CC1 | 1 | 835 | i | 18
CC1=C(C(=O)N2CCCC(N3CCN(c4cccc(C(F)(F)F)c4)CC3)C2)OCCO1 (stereo unspecified) | -35 | 673 | i | 34
COc1ccccc1CNC(=O)CS(=O)(=O)Cc1ccccc1 | -7 | 682 | i | 43
CC(C)Cc1nn2c(=O)cc(COc3ccc(NC(=O)c4ccco4)cc3)nc2s1 | 7 | 705 | i | 25
CC(C)n1cc(C(=O)N2CCCC(N3CCN(c4ccc(F)cc4)CC3)C2)cn1 (stereo unspecified) | 0 | 680 | i | 28
COc1cc(S(=O)(=O)NCCCn2ccnc2)ccc1F | 0 | 788 | i | 51
COc1ccccc1/C=N/N1CCN(Cc2ccccc2Cl)CC1 | -4 | 781 | i | 8

Some of the entries above, reformatted.
SMILES	Hep lipid drop	Hep lipid drop cells 6.5 µM	T cell HTS	T cell HTS vesicle-bound %
Cc1cccc(/C=C/c2onc(C)c2S(=O)(=O)N2CCC(C(=O)N3CCCCCC3)CC2)c1	-54	670	i	5
Cc1ccc2nc(NC(=O)C3CC3C)sc2c1 (stereo unspecified)	24	859	i	18
O=C(Nc1ccccc1-c1ccccc1)c1ccccc1	-2	828	i	21
C=CCN(c1ccc(C(=O)NCCN2CCOCC2)cc1)S(C)(=O)=O	6	858	i	0
COc1ccccc1CNC(=O)CN(c1ccc(C)cc1)S(=O)(=O)c1c(C)noc1C	-7	715	i	3
O=C(c1ccc(F)c(F)c1)N1CCC2(CC1)NCCc1[nH]cnc12	1	759	i	47
Cc1ccc2sc(N(CCN(C)C)C(=O)c3ccc4ccccc4c3)nc2c1C	6	649	i	51
COCC1CCN(Cc2c(C(=O)N3CCc4ccccc4C3)nc3ccc(Cl)cn23)C1 (stereo unspecified)	-24	662	i	65
COc1cc2c(cc1OC)C(C)N(C(=O)C(NC(=O)c1ccccc1)C(C)C)CC2 (stereo unspecified)	-1	821	i	9
Cc1cc(NC(=O)CC2CCCC2)ccc1Br	-18	792	i	17
CC1CCCCN1C(=O)C1CCN(S(=O)(=O)c2ccc(-n3cnnn3)cc2)CC1 (stereo unspecified)	-10	781	i	35
COc1ccc(CNCc2ccccc2C(F)(F)F)cc1	-8	754	i	52
CC(C)(C)OC(=O)N1CCC(Cc2cc(-c3ccc(Cl)cc3)no2)(C(=O)O)CC1	1	835	i	18
CC1=C(C(=O)N2CCCC(N3CCN(c4cccc(C(F)(F)F)c4)CC3)C2)OCCO1 (stereo unspecified)	-35	673	i	34
COc1ccccc1CNC(=O)CS(=O)(=O)Cc1ccccc1	-7	682	i	43
CC(C)Cc1nn2c(=O)cc(COc3ccc(NC(=O)c4ccco4)cc3)nc2s1	7	705	i	25

These rows are one share of the data; count on the stated rates, not on these rows.
